MCL1-BIM inh: inhibitors of human MCL1 binding to BIM-BH3 peptide. GST-MCL1 / FITC-Bim-BH3 fluorescence polarization. inhibition, % at 10.9 µM. 320,000 compounds, 0.68% hits;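 active = inhibition above the mean inhibition of all tested compounds plus 3 SD, set per campaign, cut at about 40% in these data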;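 also: 0% = DMSO wells and 100% = unlabeled Bim-BH3 peptide control; higher means more loss of mP so more displacement of Bim peptide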
Target sequence (Q07820 whole entry, looked up): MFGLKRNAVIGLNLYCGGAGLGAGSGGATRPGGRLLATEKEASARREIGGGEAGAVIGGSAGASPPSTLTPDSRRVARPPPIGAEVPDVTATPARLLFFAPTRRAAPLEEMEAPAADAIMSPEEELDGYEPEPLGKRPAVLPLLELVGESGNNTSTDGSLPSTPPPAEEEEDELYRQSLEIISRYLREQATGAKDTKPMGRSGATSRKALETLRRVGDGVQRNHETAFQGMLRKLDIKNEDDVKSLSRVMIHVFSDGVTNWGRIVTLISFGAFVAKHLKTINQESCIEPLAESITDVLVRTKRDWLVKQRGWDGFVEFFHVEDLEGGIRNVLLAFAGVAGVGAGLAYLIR
MEX-5 binding: C. elegans MEX-5 TCR-2 RNA binding activity | AID 1832 | Q9XUB2 | MEX-5/FITC-TCR2 RNA binding, fluorescence polarization; active compounds read low | 300,000 compounds, 0.38% hits | activity score (negative = inhibition of binding), % at 10 µM;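 active = inhibition past about -25% in most replicates, and total fluorescence under double the plate's negative control median, limit read from the data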;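 also: 0% = DMSO and -100% = 5 µM competing unlabeled TCR2 RNA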
Target sequence (Q9XUB2 whole entry, looked up): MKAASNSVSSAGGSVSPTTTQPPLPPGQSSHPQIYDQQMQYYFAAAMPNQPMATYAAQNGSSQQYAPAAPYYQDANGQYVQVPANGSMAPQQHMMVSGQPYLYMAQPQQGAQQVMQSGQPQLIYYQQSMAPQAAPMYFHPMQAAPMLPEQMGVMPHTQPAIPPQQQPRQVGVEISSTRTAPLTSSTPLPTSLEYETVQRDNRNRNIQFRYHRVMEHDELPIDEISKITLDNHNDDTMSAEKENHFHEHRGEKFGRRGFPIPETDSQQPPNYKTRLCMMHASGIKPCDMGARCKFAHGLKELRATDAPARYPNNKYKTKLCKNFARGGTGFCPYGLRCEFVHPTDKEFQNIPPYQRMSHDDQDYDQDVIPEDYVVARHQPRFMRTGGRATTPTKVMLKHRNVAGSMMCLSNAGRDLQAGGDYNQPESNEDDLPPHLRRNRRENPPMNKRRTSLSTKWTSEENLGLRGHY
VLA-4 inh: inhibition in a human VLA-4 binding assay | P13612 | VLA-4 expressing cells, ligand binding flow cytometry | inhibition, % (about 7 µM as worked out from the volumes in the protocol) | 330,000 compounds, 0.2% hits; in the data active = inhibition above about 50%
Efflux pump inh: blocks antifungal efflux pumps in multiplex yeast assay; S. cerevisiae Candida pump triplex, Nile Red efflux; inhibition, % at 10 µM; 330,000 compounds, 0.44% hits; AID 485275;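 active = plate passing quality check with inhibition over a set limit, or well fluorescence over plate mean plus 4 SD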;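 also: Nile Red retained in pooled yeast measured as flow cytometry median fluorescence; 0% = buffer negative control and 100% = Enniatin B positive control; higher means more Nile Red kept so more efflux inhibition; some compounds called inactive have numbers as strong as hits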
Fam108B inh: blocks mouse Fam108B hydrolase in RBBP9 counter-screen; recombinant Fam108B, FP-Rh probe fluorescence polarization; inhibition, % at 9.51 µM; 300,000 compounds, 0.33% hits; AID 1947;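 active = inhibition above the screen mean inhibition plus 3 SD, computed separately per campaign, cut at about 18% in these data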;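 also: inhibitors lower polarization as less probe binds the enzyme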
Bcl-xL primary: Bcl-xL (human) inhibition | GST-Bcl-xL / FITC-Bim BH3 peptide fluorescence polarization | inhibition, % at 10.9 µM | 320,000 compounds, 0.7% hits;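 active = inhibition above the mean of all tested compounds plus 3 SD, cutoff set per campaign, cut at about 30% in these data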;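 also: 0% = DMSO wells and 100% = unlabeled Bim-BH3 peptide competitor; inhibitors lower millipolarization by displacing the labeled peptide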
Target sequence (Q07817 whole entry, looked up): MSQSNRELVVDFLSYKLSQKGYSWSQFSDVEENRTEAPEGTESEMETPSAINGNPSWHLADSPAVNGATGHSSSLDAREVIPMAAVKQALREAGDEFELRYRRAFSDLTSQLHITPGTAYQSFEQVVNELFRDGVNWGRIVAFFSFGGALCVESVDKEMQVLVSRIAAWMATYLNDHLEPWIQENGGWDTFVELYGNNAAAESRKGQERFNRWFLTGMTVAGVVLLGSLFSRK
GRK2 inh: inhibitors of human GRK2 displacing RNA aptamer; bead flow cytometry, FAM-aptamer displacement from GRK2; inhibition of aptamer binding, % at 10 µM; 330,000 compounds, 0.59% hits; AID 488847;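 active = inhibition of aptamer binding above 40%, roughly 3 SD of noise, on plates passing a quality check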;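 also: median bead fluorescence of bound FAM aptamer so fluorescent compounds give negative values; no value below 0 was filed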
PME-1 primary: blocks human protein phosphatase methylesterase 1. recombinant PME-1, FP-Rh probe fluorescence polarization. Q9Y570. 320,000 compounds, 0.53% hits. AID 2130. inhibition, % at 5.9 µM;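 active = inhibition above the campaign mean of all compounds plus 3 SD, cut at about 26% in these data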;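 also: competitive labeling of PME-1 active site by serine hydrolase directed probe; 0% = PME-1 with DMSO and 100% = wells lacking PME-1 enzyme; inhibitors block probe labeling so polarization falls and inhibition rises; many of its hits are not listed in these tables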
GLD-1 TGE inh: GLD-1-TGE RNA interaction inhibition (C. elegans); Q17339; 320,000 compounds, 0.44% hits; purified GLD-1 + fluorescein TGE RNA, fluorescence polarization; AID 2280; inhibition, % at 5.96 µM;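 active = percent inhibition above a per-plate cutoff, the plate mean of test compounds plus 3 SD, cut at about 30% in these data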;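 also: 0% = DMSO wells with GLD-1 and probe and 100% = wells lacking GLD-1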
The depositor's hits bear a star; · = no result given.

SMILES	MCL1-BIM inh	MEX-5 binding	VLA-4 inh	Efflux pump inh	Fam108B inh	Bcl-xL primary	GRK2 inh	PME-1 primary	GLD-1 TGE inh
COCCNC(=O)CCn1nc(-c2ccc(C)cc2)c2ccccc2c1=O	6	0.2	5	-0.4	6	8	0	-3	5
O=C(Cc1ccc(Br)cc1)Nc1nc2ccccc2[nH]1	-4	-2.4	4	0.0	3	-4	0	-3	-6
O/N=C/c1cc(Br)ccc1OCc1ccccc1F	0	2.1	1	0.0	-6	-1	0	-7	2
Cc1ccc(N(CC(=O)N/N=C/c2cc(C)n(-c3ccccc3)c2C)S(C)(=O)=O)c(C)c1	1	1.6	5	0.0	0	-1	0	2	-2
CCSC(=N)N	2	·	-13	-0.1	-1	2	5	6	-3
O=C(NC(=S)NC1CCSC1=O)c1ccc([N+](=O)[O-])cc1 (stereo unspecified)	15	-6.9	-5	0.3	4	6	1	5	6
CCN(CCCNC(=O)COc1cc(=O)n(C)c2ccccc12)c1ccccc1	0	-0.5	16	-0.2	1	2	1	9	1
N#C/C(=N/Nc1ccc(OC(F)(F)F)cc1)C(N)=S	-1	-1.7	-12	0.0	4	11	0	11	11
Cc1cccc(Oc2ccc(S(=O)(=O)N3CCCCC3)cc2NC(=O)C2=COCCO2)c1	-10	·	46	0.4	·	-13	31	-5	0
CCN1CCN(c2ncc(C(=O)Nc3c(F)cc(F)cc3Br)c3ccccc23)CC1	0	-0.3	-2	0.0	-6	0	2	-5	7
CCN(C(=O)CSc1nnnn1-c1ccccc1)C1CCS(=O)(=O)C1 (stereo unspecified)	-5	1.3	-7	0.2	10	-3	0	4	7
COc1ccc(CC(=O)O/N=C(\N)c2ccccn2)cc1	1	-0.6	5	0.1	-3	-1	0	4	1
COc1cccc(N2CCc3c(C)nc4ccc(Cl)cc4c32)c1	·	-1.0	-3	0.1	·	·	0	·	·
N/C(=N\OC(=O)CC1CCCCC1)c1cccnc1	3	-0.8	-6	0.0	5	7	1	-8	2
CCOc1ccc(N2CC(C(=O)NCCc3c[nH]c4ccc(C)cc34)CC2=O)cc1 (stereo unspecified)	9	-0.5	16	0.0	1	6	5	-3	-7
C/C(CC(=O)Nc1ccc(F)cc1)=N\NC(=O)Cc1csc(N)n1	2	-0.7	0	0.4	-6	-3	1	-5	3
COc1ccc(C(=O)NNC(=O)CN2CCC(n3nnc4cc(F)ccc43)CC2)cc1	6	0.5	14	-0.1	-1	5	0	2	-4
CCCn1c(C(O)c2ccc(OC)cc2)nc2ccccc21 (stereo unspecified)	0	·	-6	0.0	-1	-1	2	-2	-8
CCC1CN(C(=O)NCc2ccccc2)c2cc(Cl)ccc2O1 (stereo unspecified)	·	-1.1	-3	0.1	·	·	4	·	·
Cc1ccc(NC2OC(CO)C(O)C2O)cc1[N+](=O)[O-] (stereo unspecified)	5	0.7	10	0.6	-1	1	1	-3	-1
CCOC(=O)c1ccccc1OCc1cc(/C=N/n2cnnc2)ccc1OC	5	0.3	1	-0.1	3	1	0	0	4
Cc1c(C=O)c(=O)n(-c2ccccc2)n1-c1ccccc1	-7	-1.5	15	0.8	0	-7	4	-2	6
CCC1CCCCN1C(=O)CN1C(=O)c2ccccc2S1(=O)=O (stereo unspecified)	2	-0.6	-2	0.0	0	-2	1	3	-4
O=C(NCc1ccccn1)Nc1ccccc1	1	-1.7	-4	-0.1	-3	7	6	1	-1
COc1ccc(S(=O)(=O)c2c(N)n(Cc3ccco3)c3nc4ccccc4nc23)cc1	105*	-1.5	-11	0.6	4	101*	0	-10	117*
NCCCn1c(C(=O)c2cc(Cl)c(N)c(Cl)c2)c2ccc(C(F)(F)F)cc2[n+]1[O-]	14	0.1	5	0.0	5	11	0	-2	4
O=C(Nc1cccc(F)c1)c1cc(S(=O)(=O)N2CCOCC2)cs1	7	0.7	8	0.0	-5	5	2	2	3
Cc1sc2nc(CN(Cc3ccccc3)C(=O)NC3CCCCC3)[nH]c(=O)c2c1C	-21	3.4	18	0.3	-8	-7	30	-4	11
CN(Cc1ccccc1)c1nc(N)c([N+](=O)[O-])c(Nc2cccc(F)c2)n1	-3	1.9	24	0.1	-6	2	0	-5	2
Cc1cc(OCCN2CCOCC2)ccc1C(C)C	11	-0.3	-4	0.1	-2	0	2	1	1
O=S(=O)(c1cccc(Br)c1)N1CCN(C(=S)NCC2CCCO2)CC1 (stereo unspecified)	7	0.0	12	0.2	-1	4	2	4	-5
Cc1cccc(NC(=O)COC(=O)CNC(=O)C2CCCCC2)c1	0	0.9	13	0.1	0	-3	8	-3	13
CC(=O)Nc1ccc(NCc2cccs2)cc1	1	2.6	-2	-0.2	1	3	0	-1	0
CCN(CC)c1ccc(N2C(=O)C3CCCCC3C2=O)cc1[N+](=O)[O-] (stereo unspecified)	1	3.5	18	1.5	-3	6	0	-7	-6
Cc1ccc(C)c(S(=O)(=O)Nc2ccc(C(=O)N3CCCCC3)cc2)c1	-4	-3.6	-3	0.1	0	-5	2	13	-2
COc1ccccc1N1CCN(C2CCCN(C(=O)c3csc(C)n3)C2)CC1 (stereo unspecified)	·	0.8	1	-0.9	·	·	2	·	·
COc1cc2cc(CCCOC(=O)c3ccc4c(c3)OCO4)oc(=O)c2cc1OC	3	·	-2	0.0	·	4	1	3	-3
O=C(NCCCn1ccnc1)c1ccncc1	2	-1.0	4	-0.1	3	6	1	-1	5
CCc1nnc(NS(=O)(=O)c2ccc(NC(=O)c3cc(Cl)ccc3[N+](=O)[O-])cc2)s1	·	-0.1	-5	0.0	·	·	2	·	·
CC1CCC(NC(=O)c2cccc(S(=O)(=O)N3CCN(c4ccccc4)CC3)c2)CC1 (stereo unspecified)	-23	-2.1	20	-0.1	2	-9	3	-2	6
Cc1cc(C)nc(NC(=O)Nc2ccccc2C(F)(F)F)n1	8	0.1	9	-0.1	0	-5	1	1	0
CC(=O)Nc1ccc(S(=O)(=O)c2c(N)n(CCN3CCOCC3)c3nc4ccccc4nc23)cc1	10	-1.8	17	0.2	-3	6	5	4	3
O=C(NC(=S)Nc1ccccc1N1CCCCC1)c1ccc(-c2cccc([N+](=O)[O-])c2)o1	23	-1.0	2	0.1	3	19	0	-5	13
COc1ccc(CCc2nnc(CCC(=O)NCc3cc(C(C)C)no3)o2)cc1	-11	0.7	-5	0.2	-1	-4	2	5	-3
CCOC(=O)CC1C(=O)NCCN1S(=O)(=O)c1cccc(C(F)(F)F)c1 (stereo unspecified)	-8	-0.7	4	-0.1	-4	3	1	-2	-2
COc1ccc(OC)c(Nc2nnc(C)c(=O)[nH]2)c1	-3	0.5	17	0.0	-2	1	0	0	1
CCOC(=O)c1cc2sccc2n1CC(=O)OC(C)C	7	1.9	-11	-0.1	0	5	1	5	3
O=C(CCS(=O)(=O)c1ccc(Br)cc1)Nc1ccc(Cl)cc1F	0	-0.7	-35	-0.1	-7	4	0	-4	2
CCCCCC(=O)NC(=S)NNC(=O)CC	3	7.8	-5	-0.1	0	4	1	-3	-6
CCC1(CC)NC(=O)N(CC(=O)Nc2sc3c(c2C(N)=O)CCC3)C1=O	17	-3.2	1	0.1	0	10	4	-2	-4
More structures follow:
SMILES	MCL1-BIM inh	MEX-5 binding	VLA-4 inh	Efflux pump inh	Fam108B inh	Bcl-xL primary	GRK2 inh	PME-1 primary	GLD-1 TGE inh
N#Cc1c(N)n(Cc2ccccc2)c(=O)c2cc([N+](=O)[O-])ccc12	15	-0.2	-3	-0.2	-4	22	2	10	9
N#Cc1ccccc1OCC(=O)NNC(=O)CNC(=O)c1ccc(Br)o1	·	·	2	0.0	·	·	0	·	7
COCCn1c(CN(C)Cc2ccccc2)nc2c1c(=O)n(C)c(=O)n2C	3	0.4	-3	-0.1	0	7	0	-4	1
CC(C)(C)C1CCC2(CC1)CC(=O)c1ccccc1O2 (stereo unspecified)	1	-1.9	9	0.1	-1	0	0	-5	-1
O=C1c2nc3cc(-c4ccco4)[nH]n3c(=O)c2CN1Cc1ccccc1	33	-2.3	12	-0.1	4	20	11	-5	-1
CN(CCCN1c2ccccc2CCc2ccccc21)CC(=O)c1ccc(Cl)cc1	-5	1.0	-11	0.1	-4	6	0	-1	-1
CC(C)(C)SCCNC(=O)CN(c1ccc(F)cc1)S(=O)(=O)c1ccccc1	-5	1.3	4	0.0	-5	5	0	-3	-6
O=C(NN=C(Cc1ccccc1)Cc1ccccc1)c1ccncc1	-13	-1.3	3	-0.1	-2	-5	0	-2	-4
Nc1c2c3c(sc2nc(=O)n1N)CCCC3	2	-1.1	-4	-0.1	3	3	3	-12	-3
COC(=O)c1cc(C(C)=O)c(C)[nH]c1=O	6	-0.1	-5	-0.1	3	7	5	3	0
CCOC(=O)c1c(-c2cccs2)csc1N	1	-0.5	-4	-0.1	1	9	0	7	6
N#Cc1c(Oc2ccc3ccccc3c2)sc(C(=O)c2ccccc2)c1N	1	-0.8	-1	-0.1	-5	4	0	6	2
CN(C)S(=O)(=O)N1CCN(CC(=O)Nc2cc(Cl)ccc2Cl)CC1	-5	0.8	5	0.0	-3	0	2	3	4
CCOC(=O)C1CCN(C(=O)COC(=O)CNC(=O)c2ccc(C(C)(C)C)cc2)CC1	·	·	4	0.1	·	·	0	·	4
CNC(=S)N(Cc1ccco1)Cc1cc2cc(OC)c(OC)cc2[nH]c1=O	-2	1.3	11	-0.1	-1	3	0	0	-4
CC(Nc1cccc2ccccc12)C(=O)N/N=C/c1ccccn1 (stereo unspecified)	28	-4.3	-12	0.0	1	6	1	11	6
O=C(O)c1[nH]nc2c1COc1ccccc1-2	6	-3.6	16	-0.1	0	1	2	-7	-2
Cc1ccc(S(=O)(=O)N(C)C)cc1NC(=S)N(C)C1CCN(C)CC1	13	0.7	5	0.2	-4	1	0	-1	-5
CCCCCCSc1cccc(-c2nc3cc(C)ccn3c2NCc2ccccc2)c1	9	-0.3	·	·	4	5	·	4	2
COc1cc(S(=O)(=O)N2CCN(C(=O)c3ccco3)CC2)ccc1Cl	3	-0.3	-4	0.0	0	2	1	-4	3
CC(=O)C1=C(O)C(=O)N(CO)C1c1ccccc1F (stereo unspecified)	-6	1.7	4	0.0	-3	3	0	-5	1
Cc1c(NC(=O)Nc2ccc(F)cc2F)c(=O)n(-c2ccccc2)n1C	5	0.9	12	-0.1	1	8	6	2	-2
CC(C)(C)NC(=O)C(OC(=O)c1cccs1)c1ccc(C#N)cc1 (stereo unspecified)	0	2.6	8	-0.3	2	3	0	-3	-2
CCOc1ccc(NC(=O)N2CCN(Cc3ccc4c(c3)OCO4)CC2)cc1	1	-0.8	-21	0.8	-1	0	0	-1	-2
CC(=O)c1ccccc1NC(=O)COC(=O)c1ccc2c(c1)nc(C)n2-c1ccccc1	-9	-2.9	-3	0.4	-9	-7	0	-12	-5
CCOC(=O)c1cnn(-c2nc(SC)nc3sc4c(c23)CCC4)c1N	13	1.3	6	-0.3	2	4	2	3	6
COc1ccc(C2c3[nH]c4ccccc4c3C[C@H]3C(=O)N(c4ccccc4C(=O)NCCN4CCOCC4)C(=O)N23)cc1 (stereo partly specified)	13	-1.4	-5	0.1	1	19	0	0	14

From PubChem

Some of the compounds tested. The share of hits here may be higher or lower than overall.
